High-throughput results: PubChem, Broad Institute
PAX8 reporter – inhibitors of PAX8 transcriptional activity in RMG-I cells; inhibition, % at 12.6 µM; actives 1.2% (n = 360,000); RMG-I TPO-luciferase reporter, SteadyGlo, 24 h;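 active = mean replicate inhibition at least 60% with every replicate also reaching 60%; inconclusive = only one of the two criteria is met; inactive = mean below 60% and not all replicates reaching 60%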;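 also: luciferase light reporting Pax8 driven TPO promoter activity; plate controls were median of neutral control wells for no effect and mitoxantrone controls for full effect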
ARNT-TACC3 inh – disrupts binding between human ARNT and TACC3. Q9Y6A5. AlphaScreen His-ARNT PAS-B/GST-TACC3 binding, luminescence; TACC3 fragment carries E629A point mutation. inhibition, % at 9.99 µM. actives 0.66% (n = 390,000);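 active = mean inhibition of replicates at least 50% and at least half of replicates each reaching 50%; inconclusive = half or more replicates reach 50% but mean below 50%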;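 also: 0% = complete ARNT plus TACC3 wells and 100% = ARNT alone without TACC3; many hits fall short of the cut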
Casp6 inh – blocks human caspase-6 cleavage activity; actives 0.53% (n = 350,000); inhibition, % at 12.5 µM; P55212; purified caspase-6, Z-VEID-R110 cleavage fluorescence; AID 686996;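 active = mean inhibition across replicates at least about 35%, with every replicate also reaching that limit, limit read from the data; inconclusive = only one of the two criteria met; inactive = neither criterion met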;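 also: 0% = median of neutral control wells and 100% = no fluorescence left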
Target sequence (P55212 24-179 limits assumed): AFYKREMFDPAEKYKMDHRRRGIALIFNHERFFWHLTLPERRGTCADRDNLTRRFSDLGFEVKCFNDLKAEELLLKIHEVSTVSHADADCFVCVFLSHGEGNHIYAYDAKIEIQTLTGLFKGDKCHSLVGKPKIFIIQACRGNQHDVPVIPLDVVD
Target sequence (P55212 194-293 limits assumed): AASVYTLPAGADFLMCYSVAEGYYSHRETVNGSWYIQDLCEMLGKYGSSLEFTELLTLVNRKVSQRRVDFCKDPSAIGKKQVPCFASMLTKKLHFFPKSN
LGR2 antag – blocks bursicon-induced cAMP signaling via Drosophila LGR2; HEK293 LGR2, CRE-luciferase, bursicon-stimulated, 4 h; inhibition, % at 9.99 µM; actives 0.35% (n = 380,000); AID 720647;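 active = drop in luminescence signal, shown as inhibition above about 50% in the replicate tests, limit read from the data, passing the limit was not always enough; inconclusive = probably only some replicates passing the limit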;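 also: agonist challenge used bursicon conditioned medium at about half maximal strength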
DENV2 CPE rescue – inhibitors of DENV2 cytopathic effect | DENV2-infected cells, cytopathic effect rescue, plate reader | CPE inhibition, % at 9.99 µM | actives 1.7% (n = 350,000); in the data active = CPE inhibition above about 20%, passing the limit was not always enough; inconclusive = no clear call, values can overlap the other calls; tested in BHK-21 cells;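 also: 0% = median of neutral control wells and 100% = median of positive control wells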
EWS-Fli inh – inhibitors of EWS/Fli oncoprotein transcriptional activity. A673 NR0B1-luciferase reporter, viability-normalised. inhibition, % at 12.6 µM. actives 0.67% (n = 350,000);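 active = mean inhibition of at least 50% after viability correction, with every replicate also passing that limit; inconclusive = mean reaches 50% but only one of two replicates passes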;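 also: firefly luciferase signal divided by Alamar Blue viability fluorescence both relative to DMSO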
SIRT5 block – blocks human SIRT5 desuccinylation of peptide; Purified SirT5, succinyl-peptide AMC, trypsin-coupled fluorescence; inhibition, % at 15 µM; actives 1.1% (n = 330,000); AID 652115; in the data active = inhibition above about 15%; inconclusive = no clear call, values can overlap the other calls
Target sequence (Q9NXA8 whole entry, looked up): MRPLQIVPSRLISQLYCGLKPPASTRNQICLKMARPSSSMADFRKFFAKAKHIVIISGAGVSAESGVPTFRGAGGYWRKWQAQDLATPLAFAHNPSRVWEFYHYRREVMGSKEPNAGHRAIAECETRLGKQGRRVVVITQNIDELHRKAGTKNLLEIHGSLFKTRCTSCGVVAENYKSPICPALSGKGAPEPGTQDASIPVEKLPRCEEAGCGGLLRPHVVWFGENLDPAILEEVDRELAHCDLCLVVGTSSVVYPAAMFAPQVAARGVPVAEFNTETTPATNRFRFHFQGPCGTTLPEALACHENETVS
An asterisk follows results filed as active. No enrichment for hits; about 4.9% have a hit in one of these screens.

What do the screens show for `COc1ccc(C(CNC(=O)c2cc(S(=O)(=O)NCc3ccco3)ccc2C)N(C)C)cc1` (centres undefined)?
PAX8 reporter: -15; Casp6 inh: -7; LGR2 antag: 2; DENV2 CPE rescue: -7; EWS-Fli inh: -13; SIRT5 block: 1

Results for COc1ccc(OC)c(NC(=O)CSc2nnc(C3CCCCC3)n2N)c1 ?
PAX8 reporter: 7; ARNT-TACC3 inh: -3; Casp6 inh: 3; LGR2 antag: -13; DENV2 CPE rescue: -6; EWS-Fli inh: -11; SIRT5 block: 2

What do the screens show for `CCC1Oc2ccc(C)cc2N(CC(=O)NCCN2CCCCCC2)C1=O` (centres undefined)?
ARNT-TACC3 inh: 1; Casp6 inh: -27; LGR2 antag: -13; DENV2 CPE rescue: -1; EWS-Fli inh: 3; SIRT5 block: -4

What do the screens show for `CC1(C)NC(=O)N(CC(O)Cn2c3ccccc3c3ccccc32)C1=O` (centres undefined)?
PAX8 reporter: 0; ARNT-TACC3 inh: 31; Casp6 inh: 3; LGR2 antag: 0; DENV2 CPE rescue: 10; EWS-Fli inh: -7; SIRT5 block: 1

How did CN1C(=O)c2cccc3c(S(=O)(=O)Nc4ccccc4F)ccc1c23 do in these assays?
PAX8 reporter: -6; ARNT-TACC3 inh: -7; Casp6 inh: 1; LGR2 antag: 11; DENV2 CPE rescue: -6; EWS-Fli inh: 11; SIRT5 block: 1

What do the screens show for `CCOc1ccc(CNC(=O)CCCc2cn(C)c3ccccc23)cc1`?
PAX8 reporter: -21; ARNT-TACC3 inh: -14; Casp6 inh: -1; LGR2 antag: -1; DENV2 CPE rescue: -4; EWS-Fli inh: -7; SIRT5 block: -3

What do the screens show for `Cc1nc(CC(C)C)cc(C(=O)N2CCCC(CNS(=O)(=O)c3cccs3)C2)n1` (centres undefined)?
PAX8 reporter: -3; ARNT-TACC3 inh: 8; Casp6 inh: 1; LGR2 antag: 20; DENV2 CPE rescue: -4; EWS-Fli inh: -1; SIRT5 block: -1

Results for COc1ccc(-c2noc(CCC(=O)NCCCN3CCN(c4ccc(F)cc4)CC3)n2)cc1 ?
PAX8 reporter: 14; ARNT-TACC3 inh: 7; Casp6 inh: 0; LGR2 antag: -18; DENV2 CPE rescue: -3; EWS-Fli inh: 24; SIRT5 block: 0

How did CN(C)c1ccc(/C=N/NC(=O)c2ccc(-n3cnnn3)cc2)cc1 do in these assays?
PAX8 reporter: -3; ARNT-TACC3 inh: -30; Casp6 inh: 3; LGR2 antag: 2; DENV2 CPE rescue: 13; EWS-Fli inh: 1; SIRT5 block: -4

What do the screens show for `COc1ccc2c3c(n(C)c2c1)[C@@H](CO)N(Cc1ccccc1F)CC31CCN(C(=O)C2CCOCC2)CC1`?
PAX8 reporter: 13; Casp6 inh: 2; LGR2 antag: -11; DENV2 CPE rescue: 7; EWS-Fli inh: 13; SIRT5 block: 0

How did Cc1noc(C)c1NC(=O)N[C@H]1CC[C@H](CCNC(=O)C2CCCCC2)O[C@@H]1CO do in these assays?
PAX8 reporter: -11; ARNT-TACC3 inh: -7; Casp6 inh: -2; LGR2 antag: -2; DENV2 CPE rescue: 6; EWS-Fli inh: -11; SIRT5 block: 1

Results for COCCNC(=O)c1cc(S(=O)(=O)N2CCCCC2)ccc1N1CCOCC1 ?
PAX8 reporter: 4; ARNT-TACC3 inh: -9; Casp6 inh: -113; LGR2 antag: 4; DENV2 CPE rescue: -3; EWS-Fli inh: 0; SIRT5 block: -3

How did COc1cccc(CN(Cc2cccnc2)S(=O)(=O)c2ccc(-n3cnnn3)c(C)c2)c1OC do in these assays?
ARNT-TACC3 inh: 4; Casp6 inh: 3; LGR2 antag: -11; DENV2 CPE rescue: 7; EWS-Fli inh: 5; SIRT5 block: -1

How did C[C@@H]1CN([C@H](C)CO)C(=O)c2cccc(NC(=O)C3CC3)c2O[C@@H]1CN(C)C(=O)Nc1ccc(C(F)(F)F)cc1 do in these assays?
ARNT-TACC3 inh: 4; Casp6 inh: -4; LGR2 antag: 18; DENV2 CPE rescue: -2; EWS-Fli inh: -17; SIRT5 block: 3

What do the screens show for `O=C(COc1ccc2ccccc2c1Br)Nc1ccncc1`?
PAX8 reporter: 13; ARNT-TACC3 inh: -8; Casp6 inh: -1; LGR2 antag: -36; DENV2 CPE rescue: 3; EWS-Fli inh: -19; SIRT5 block: -4

Results for O=C(O)CC1c2ccccc2CCN1S(=O)(=O)c1cccs1 (centres undefined) ?
PAX8 reporter: 5; Casp6 inh: -5; DENV2 CPE rescue: 4; EWS-Fli inh: 6; SIRT5 block: -3

Results for COc1ccc(NC(=O)CN(C)CC(=O)N2CCCCCC2)cc1 ?
PAX8 reporter: 14; ARNT-TACC3 inh: -1; Casp6 inh: -1; LGR2 antag: -18; DENV2 CPE rescue: -5; EWS-Fli inh: 1; SIRT5 block: 1

Results for O=S(=O)(Nc1cccc(-c2cn3cccnc3n2)c1)c1ccccc1 ?
PAX8 reporter: 11; ARNT-TACC3 inh: -2; LGR2 antag: 0

How did Cc1ccc(C(=O)NCCSc2ccc(Cl)cc2)cc1S(=O)(=O)Nc1ccccc1 do in these assays?
ARNT-TACC3 inh: -1; Casp6 inh: 0; LGR2 antag: 8; DENV2 CPE rescue: 4; EWS-Fli inh: 11; SIRT5 block: -1

What do the screens show for `O=C(N[C@@H](Cc1ccccc1)C(=O)N1CCN(S(=O)(=O)c2ccccc2F)CC1)c1ccco1`?
PAX8 reporter: 5; ARNT-TACC3 inh: -2; Casp6 inh: 2; LGR2 antag: 1; DENV2 CPE rescue: 8; EWS-Fli inh: 0; SIRT5 block: -2

Results for COCCNC(=O)Cn1c(=O)n(Cc2ccc(C(=O)NCc3ccco3)cc2)c(=O)c2ccccc21 ?
PAX8 reporter: -9; ARNT-TACC3 inh: -3; LGR2 antag: 0

How did CCN(c1ccccc1)S(=O)(=O)c1nnc(NC(=O)C(C)C)s1 do in these assays?
PAX8 reporter: 11; ARNT-TACC3 inh: -3; Casp6 inh: -1; LGR2 antag: 13; DENV2 CPE rescue: 18; EWS-Fli inh: 5; SIRT5 block: -2

How did COc1ccc(CCC(=O)N2c3ccccc3N=C(c3ccc4c(c3)OCO4)C2C(=O)Nc2ccc(OC)cc2)cc1 (centres undefined) do in these assays?
PAX8 reporter: 7; Casp6 inh: -1; LGR2 antag: -3; DENV2 CPE rescue: -10; EWS-Fli inh: 2; SIRT5 block: -1

What do the screens show for `Cc1cccc(C)c1NC(=O)C(Cl)C(=O)c1ccccc1` (centres undefined)?
PAX8 reporter: -5; ARNT-TACC3 inh: 2; Casp6 inh: 3; LGR2 antag: 4; DENV2 CPE rescue: 5; EWS-Fli inh: 8; SIRT5 block: -5

What do the screens show for `CCOC(=O)c1c(C)[nH]c(C)c1C(=O)COC(=O)/C=C/c1ccccc1[N+](=O)[O-]`?
PAX8 reporter: 25; ARNT-TACC3 inh: 8; Casp6 inh: 4; LGR2 antag: -13; DENV2 CPE rescue: inconclusive; EWS-Fli inh: 21; SIRT5 block: 0

How did CCOC(=O)c1csc(CCNC(=O)c2oc3c(Cl)cc(C)cc3c2C)n1 do in these assays?
PAX8 reporter: -49; ARNT-TACC3 inh: 2; Casp6 inh: 2; LGR2 antag: -24; DENV2 CPE rescue: -4; EWS-Fli inh: -28; SIRT5 block: -1

What do the screens show for `CCOc1ccc(NC(=O)C2CCCN(S(=O)(=O)c3c(C)noc3C)C2)cc1` (centres undefined)?
PAX8 reporter: 12; ARNT-TACC3 inh: -1; Casp6 inh: 1; LGR2 antag: -10; DENV2 CPE rescue: 0; EWS-Fli inh: 8; SIRT5 block: -1

Results for Cc1ccc(C(=O)N(CC(=O)NC2CCCC2)c2cccc(F)c2)s1 ?
PAX8 reporter: -4; ARNT-TACC3 inh: 0; Casp6 inh: 11; LGR2 antag: -7; DENV2 CPE rescue: 2; EWS-Fli inh: 3; SIRT5 block: -1

What do the screens show for `Cn1c(=O)n(Cc2ccccc2Br)c2ccccc21`?
PAX8 reporter: -20; ARNT-TACC3 inh: -5; Casp6 inh: 1; LGR2 antag: -20; EWS-Fli inh: 3; SIRT5 block: -5

How did COc1ccc(-c2oc3ccc(N4CCOCC4)cc3c2/C=C/c2ccc(OC)c(OC)c2)cc1 do in these assays?
PAX8 reporter: 6; ARNT-TACC3 inh: -8; Casp6 inh: 7; LGR2 antag: -11; EWS-Fli inh: 11

Results for C[C@@H]1CN([C@@H](C)CO)C(=O)c2cc(NC(=O)c3ccccc3)ccc2O[C@@H](C)CCCCO[C@@H]1CN(C)C(=O)c1ccccc1 ?
PAX8 reporter: 8; ARNT-TACC3 inh: -1; Casp6 inh: 0; LGR2 antag: 2; DENV2 CPE rescue: -3; SIRT5 block: -1

How did COc1ccc(CNC(=O)Cn2nc([N+](=O)[O-])c(Br)c2C)cc1OC do in these assays?
PAX8 reporter: 14; ARNT-TACC3 inh: -34; Casp6 inh: 1; LGR2 antag: 23; DENV2 CPE rescue: 3; EWS-Fli inh: 5; SIRT5 block: 2

What do the screens show for `COc1ccc(NC(=O)CCCC(=O)c2ccccc2)cc1`?
PAX8 reporter: 8; ARNT-TACC3 inh: -10; Casp6 inh: 0; LGR2 antag: -11; DENV2 CPE rescue: 1; EWS-Fli inh: 10; SIRT5 block: 3

How did C[C@@H]1CCCCO[C@H](CN(C)C(=O)CCC(F)(F)F)[C@@H](C)CN([C@@H](C)CO)C(=O)c2cc(NC(=O)CCCN(C)C)ccc2O1 do in these assays?
PAX8 reporter: -9; ARNT-TACC3 inh: 9; LGR2 antag: -7; DENV2 CPE rescue: -4; EWS-Fli inh: -20

How did O=C(Nc1cccc(-c2nc3ncccc3o2)c1)c1ccccc1 do in these assays?
PAX8 reporter: -19; ARNT-TACC3 inh: 20; Casp6 inh: 0; LGR2 antag: 1; DENV2 CPE rescue: -3; EWS-Fli inh: -3; SIRT5 block: -3

Results for COc1ccc(NC(=O)N(C)C[C@H]2Oc3c(NC(=O)NC(C)C)cccc3C(=O)N([C@@H](C)CO)C[C@@H]2C)cc1 ?
PAX8 reporter: -5; ARNT-TACC3 inh: -2; Casp6 inh: 1; LGR2 antag: -8; DENV2 CPE rescue: 12; EWS-Fli inh: -6; SIRT5 block: -2

How did Cc1cc2c(=O)n(CC(=O)NCC(=O)Nc3ccc(C(C)C)cc3)cnc2s1 do in these assays?
PAX8 reporter: 8; ARNT-TACC3 inh: 1; Casp6 inh: 0; LGR2 antag: -11; DENV2 CPE rescue: -1; SIRT5 block: -4

What do the screens show for `O=C(NC1CCCC1)[C@H]1[C@H](CO)[C@H]2Cn3c(ccc(-c4ccccc4F)c3=O)[C@@H]1N2C(=O)CC1CC1`?
ARNT-TACC3 inh: -2; Casp6 inh: -1; LGR2 antag: -20; DENV2 CPE rescue: 8; EWS-Fli inh: 0; SIRT5 block: -19

How did Cc1cc(=O)[nH]c2c(N=Nc3ccc(O)cc3)c(N)nn12 do in these assays?
PAX8 reporter: 19; ARNT-TACC3 inh: 47*; Casp6 inh: 2; LGR2 antag: 3; DENV2 CPE rescue: -3; EWS-Fli inh: -48; SIRT5 block: -4

A portion from further up:
Results for COc1ccc(NC(=O)N(C)C[C@H]2Oc3c(NC(=O)NC(C)C)cccc3C(=O)N([C@@H](C)CO)C[C@@H]2C)cc1 ?
PAX8 reporter: -5; ARNT-TACC3 inh: -2; Casp6 inh: 1; LGR2 antag: -8; DENV2 CPE rescue: 12; EWS-Fli inh: -6; SIRT5 block: -2

How did Cc1cc2c(=O)n(CC(=O)NCC(=O)Nc3ccc(C(C)C)cc3)cnc2s1 do in these assays?
PAX8 reporter: 8; ARNT-TACC3 inh: 1; Casp6 inh: 0; LGR2 antag: -11; DENV2 CPE rescue: -1; SIRT5 block: -4

What do the screens show for `O=C(NC1CCCC1)[C@H]1[C@H](CO)[C@H]2Cn3c(ccc(-c4ccccc4F)c3=O)[C@@H]1N2C(=O)CC1CC1`?
ARNT-TACC3 inh: -2; Casp6 inh: -1; LGR2 antag: -20; DENV2 CPE rescue: 8; EWS-Fli inh: 0; SIRT5 block: -19

How did Cc1cc(=O)[nH]c2c(N=Nc3ccc(O)cc3)c(N)nn12 do in these assays?
PAX8 reporter: 19; ARNT-TACC3 inh: 47*; Casp6 inh: 2; LGR2 antag: 3; DENV2 CPE rescue: -3; EWS-Fli inh: -48; SIRT5 block: -4
